# Source: PubChem (The Scripps Research Institute Molecular Screening Center)
# PAFAH1B2 inh – PAFAH1B2 (human) inhibition; inhibition, % at 3.39 µM; 1.2% of 340,000 active; recombinant PAFAH1B2, FP-rhodamine activity probe, fluorescence polarization;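 active means inhibition above the mean of all tested compounds plus 3 SD, cut at about 24% in these data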;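 further: 0% = enzyme with DMSO and 100% = wells lacking PAFAH1B2; many of its hits are not listed in these tables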
# pPAFAH inh – pPAFAH (human) enzyme inhibition. Q13093. recombinant pPAFAH, FP-rhodamine probe fluorescence polarization. inhibition, % at 3.39 µM. 1.5% of 330,000 active. AID 463082;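 active means inhibition above the mean inhibition across the screen plus 3 SD, cut at about 25% in these data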;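 further: inhibitors block binding of the rhodamine activity-based probe so polarization drops; 0% = enzyme with DMSO and 100% = wells lacking pPAFAH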
# PAD4 inh – PAD4 (human) enzyme inhibition | inhibition, % at 6.36 µM | Q9UM07 | AID 485272 | recombinant PAD4, RCA probe fluorescence polarization | 0.41% of 330,000 active;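 active means percent inhibition above a cutoff equal to the mean of all tested compounds plus 3 SD, cut at about 15% in these data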;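 further: 0% = PAD4 with RCA probe and DMSO and 100% = probe without PAD4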
# GSTO1 counter – GSTO1 inhibition, counter-screen for RBBP9 inhibitors; P78417; recombinant GSTO1, activity-based probe fluorescence polarization; inhibition, % at 5.96 µM; 1.1% of 300,000 active; AID 1974;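 active means inhibition above the campaign mean inhibition plus 3 SD, cut at about 35% in these data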;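 further: 0% = GSTO1-1 with DMSO and 100% = wells lacking GSTO1-1 enzyme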
# Target sequence (P78417 whole entry, looked up): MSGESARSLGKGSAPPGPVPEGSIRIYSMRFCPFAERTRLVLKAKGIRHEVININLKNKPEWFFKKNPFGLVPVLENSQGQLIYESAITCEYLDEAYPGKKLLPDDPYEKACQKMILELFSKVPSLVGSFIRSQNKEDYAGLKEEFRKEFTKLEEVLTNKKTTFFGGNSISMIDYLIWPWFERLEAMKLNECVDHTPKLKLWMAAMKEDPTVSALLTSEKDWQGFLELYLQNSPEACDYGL
# LYPLA1 inh – blocks human lysophospholipase 1, a PME1 counter-screen; O75608; recombinant LYPLA1, FP-Rh probe fluorescence polarization; inhibition, % at 5.9 µM; 0.16% of 320,000 active; AID 2174;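 active means inhibition above the mean of all tested compounds plus 3 SD, set per campaign, cut at about 14% in these data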;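 further: inhibitors block serine hydrolase probe labeling of LYPLA1 so polarization falls; 0% = enzyme with DMSO and 100% = wells lacking LYPLA1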
# Target sequence (O75608 whole entry, looked up): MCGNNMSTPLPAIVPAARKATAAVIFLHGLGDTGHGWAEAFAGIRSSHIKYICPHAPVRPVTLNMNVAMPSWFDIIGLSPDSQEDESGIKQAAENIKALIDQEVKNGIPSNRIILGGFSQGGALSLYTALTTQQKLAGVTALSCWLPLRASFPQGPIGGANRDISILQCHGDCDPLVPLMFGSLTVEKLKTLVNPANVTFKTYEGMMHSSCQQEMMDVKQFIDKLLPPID
# PAFAH2 FP inh – PAFAH2 (human) inhibition; 0.99% of 340,000 active; inhibition, % at 3.39 µM; recombinant PAFAH2, FP-rhodamine activity probe, fluorescence polarization; Q99487;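 active means inhibition above the mean over all tested compounds plus 3 SD, cut at about 30% in these data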;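 further: inhibitors block probe labeling of enzyme so polarization drops; 0% = enzyme with DMSO and 100% = wells lacking PAFAH2 protein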
# PME-1 inh – PME-1 (human) inhibition. Q9Y570. recombinant PME-1, FP-Rh probe fluorescence polarization. inhibition, % at 5.9 µM. 0.53% of 320,000 active. AID 2130;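 active means inhibition above the campaign mean of all compounds plus 3 SD, cut at about 26% in these data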;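 further: competitive labeling of PME-1 active site by serine hydrolase directed probe; 0% = PME-1 with DMSO and 100% = wells lacking PME-1 enzyme; inhibitors block probe labeling so polarization falls and inhibition rises; many of its hits are not listed in these tables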
# PAFAH1B3 inh – PAFAH1B3 (human) inhibition. recombinant PAFAH1B3, FP-rhodamine probe, fluorescence polarization. 0.28% of 340,000 active. Q15102. AID 492972. inhibition, % at 3.39 µM;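 active means inhibition above the screen-wide average of all tested compounds plus 3 SD, cut at about 25% in these data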;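 further: 0% = enzyme with DMSO only and 100% = wells lacking PAFAH1B3 protein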
# Target sequence (Q15102 whole entry, looked up): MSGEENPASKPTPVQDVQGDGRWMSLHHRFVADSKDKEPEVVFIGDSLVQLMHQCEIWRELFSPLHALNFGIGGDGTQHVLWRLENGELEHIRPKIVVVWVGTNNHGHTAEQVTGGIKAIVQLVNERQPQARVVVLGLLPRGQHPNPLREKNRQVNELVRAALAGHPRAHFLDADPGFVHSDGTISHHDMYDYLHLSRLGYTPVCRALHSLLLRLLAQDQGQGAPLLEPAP
# LYPLA2 counter – blocks human lysophospholipase 2, a PME1 counter-screen; O95372; inhibition, % at 5.9 µM; recombinant LYPLA2, FP-Rh probe fluorescence polarization; 0.38% of 320,000 active;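 active means inhibition above the screen-wide mean plus 3 SD, limit set per campaign, cut at about 26% in these data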;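 further: 0% = LYPLA2 with DMSO and 100% = wells lacking LYPLA2 enzyme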
# Target sequence (O95372 whole entry, looked up): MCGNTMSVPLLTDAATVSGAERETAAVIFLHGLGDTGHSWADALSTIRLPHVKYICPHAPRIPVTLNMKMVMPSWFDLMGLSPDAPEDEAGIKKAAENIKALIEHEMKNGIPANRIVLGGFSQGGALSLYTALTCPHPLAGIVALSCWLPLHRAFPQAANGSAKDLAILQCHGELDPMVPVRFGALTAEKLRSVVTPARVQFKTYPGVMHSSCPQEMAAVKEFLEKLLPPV
# Numbers without * were called inactive; nt = not tested or not shown. Not all compounds are listed. The share of hits here may be higher or lower than overall.
compound	PME-1 inh	PAD4 inh	LYPLA1 inh	pPAFAH inh	LYPLA2 counter	PAFAH1B3 inh	PAFAH2 FP inh	PAFAH1B2 inh	GSTO1 counter
N#CCC(=O)Nc1cc(C(F)(F)F)ccc1N1CCOCC1	-7	8	-2	-4	0	2	-3	3	-4
O=C(NCCN1CCOCC1)c1cccc(S(=O)(=O)NCc2ccccc2)c1	4	2	2	5	1	11	5	11	1
CCOc1ccc(NC(=O)CSc2nnc(Cn3cnc([N+](=O)[O-])n3)n2C)cc1	-5	1	3	2	7	4	-9	4	2
CCCCN(C)CCNC(=O)c1ccc2c(c1)NC(=O)C(N1CCCCC1)S2 (stereo not given)	-4	-3	4	1	1	3	5	6	1
Fc1ccc(-c2nc3c(-c4ccc(Cl)cc4)cnn3cc2CCN2CCOCC2)cc1	-1	5	-2	-8	-2	7	3	8	-4
C/C(=N/NS(=O)(=O)c1ccccc1)c1ccc(NC(=O)C(F)(F)F)cc1	-1	-3	2	7	3	1	-1	9	3
Cc1ccc(-c2noc(CCC(=O)NCCN3CCc4ccccc4C3)n2)cc1	-1	-5	5	1	5	1	-7	0	13
NC(=O)C1CCN(CC(=O)Nc2cccc(C(=O)Nc3cccc(C(F)(F)F)c3)c2)CC1	1	-3	-5	-4	-6	3	-10	-3	-1
CCc1cc(=O)oc2cc(OC(C)=O)cc(OC(C)=O)c12	8	1	1	5	7	12	1	-2	47*
Cc1ccccc1NC(=O)CN(C)S(=O)(=O)c1ccc2c(c1)n(C)c(=O)c(=O)n2C	1	-1	1	0	3	6	11	-5	-1
CCOC(=O)C1=C(C)N(C)C(=O)NC1c1c(C)nn(-c2ccc(C)cc2)c1Cl (stereo not given)	-5	-2	1	-6	-2	4	-3	2	-7
S=C1NCCOCCOCCOCCN1	13	0	2	1	2	-1	-5	1	0
O=C(O)CCCCC1CCSS1 (stereo not given)	-9	-3	-3	0	0	11	0	1	4
COc1ccc(-c2ccc(SCC(=O)NC3CCCCC3)nn2)cc1	6	-1	0	1	1	-1	-7	7	-4
Fc1ccc(C(c2nnnn2Cc2ccccc2)N2CCSCC2)cc1 (stereo not given)	-8	-2	0	-5	-6	5	1	19	1
CC(C)CN(C(=O)c1ccc(-n2cncn2)c([N+](=O)[O-])c1)C1CCS(=O)(=O)C1 (stereo not given)	1	-3	3	2	0	6	-2	4	0
COCCCNC(=O)COc1ccc(Br)cc1Cl	6	-1	-5	-3	-5	9	2	7	0
Cn1c(SCC(=O)N=Nc2c(O)[nH]c3ccccc23)nc2ccccc21	6	0	-3	4	9	nt	nt	nt	8
CN(c1ccccc1)P(=O)(N(C)c1ccccc1)N(C)c1ccccc1	-7	3	3	-1	-4	3	3	7	22
COc1ccc(/C=C/C(=O)NCC(=O)N/N=C(/C)c2ccco2)cc1	-2	0	2	2	-5	5	3	1	-1
O=C(NNC(=O)C1CCCN(c2ncccn2)C1)c1ccc(F)cc1 (stereo not given)	2	2	-1	4	-2	-4	3	-1	-3
Cc1ccc(-c2nnc(SCC(=O)NC3CCCC3)n2N)cc1	nt	0	nt	-2	nt	13	-5	5	nt
O=C(Nc1cc(SCC(O)CO)cc([N+](=O)[O-])c1)c1ccc(-n2cnnn2)cc1 (stereo not given)	-13	-8	-1	5	-5	0	4	3	4
CC(=O)c1ccc(OCC(O)CN2CCc3ccccc3C2)cc1 (stereo not given)	-6	4	0	3	3	4	1	8	-3
O=C(CNS(=O)(=O)c1ccccc1)NCC(=O)OCc1ccccc1F	0	-3	1	5	3	1	10	0	1
COC(=O)n1c(=O)oc2cc(S(=O)(=O)N3CCOCC3)ccc21	-1	-1	5	6	6	6	0	2	-2
COc1cc(C#Cc2c(-c3cncn3C)n(C)c3ccc(-c4ccc(CN5CCOCC5)cc4)cc23)cc(OC)c1	nt	2	nt	19	nt	13	2	6	nt
O=C(COC(=O)c1cnccn1)c1cccc([N+](=O)[O-])c1	-1	-5	-1	0	4	5	-4	2	2
CCOC(=O)Nc1nn(-c2ccc(C)cc2)c(=O)c(C#N)c1C	-1	-3	6	-2	1	0	2	0	-1
COc1ccc2nc(C)cc(SCC(=O)N3CCCCC3)c2c1	1	8	1	-4	2	6	-2	4	-9
COc1ccccc1/C=N/NC(=O)C1=NNC(c2ccccc2)(c2ccccc2)C1	1	-6	-5	10	-4	nt	nt	nt	3
CC(C)NS(=O)(=O)c1cc(F)ccc1CN1C(=O)c2cccnc2C1=O	-3	2	0	2	0	9	2	8	6
CCOc1ccccc1C1NC(=O)NC(C)=C1C(=O)OCc1ccccc1 (stereo not given)	9	5	0	6	2	8	3	3	-4
CCOC(=O)C(=O)Nc1nnc(C2CCCCC2)s1	0	0	0	0	-1	5	-1	6	-2
CCCOc1ccc(N2C(=O)CC(N3CCN(C(=O)c4ccco4)CC3)C2=O)cc1 (stereo not given)	1	2	0	14	1	-4	1	5	0
Cc1ccc(C=C2C(Cl)=C(Cl)C(Cl)=C2Cl)cc1	2	2	0	41*	5	nt	nt	nt	45*
O=C(c1ccc2c(c1)OCO2)N1CCNc2ccccc2C1	-1	-3	-1	-2	-1	-9	4	-4	2
O=C(c1cccnc1)N(Cc1ccccc1)C1(C(=O)Nc2ccccc2)CCCCC1	-1	1	4	1	1	3	-2	-1	-1
COc1ccc(/C=N\NC(=O)COc2ccccc2)c(C(=O)O)c1OC	5	-1	3	7	4	4	-1	1	2
N#Cc1c(Nc2ccccc2)s[nH]c1=O	0	-1	-1	1	2	6	3	7	14
Nc1ncnc2c1ncn2[C@@H]1O[C@H](CN2CCCS2(=O)=O)[C@@H](O)[C@H]1O	nt	-4	nt	2	nt	-4	0	3	nt
C[C@@H](NC(=O)c1[nH]cnc1C(=O)Nc1ccon1)c1ccccc1	1	-2	-1	0	6	4	8	10	nt
Cc1ccc(C)c(OCC(=O)Nc2ccc(N3CCOCC3)cc2)c1	8	3	-3	0	9	7	-2	0	-2
Cc1ccc(-c2nnc3n2N=C(c2ccccc2)CS3)cc1	4	-3	2	-6	-3	-4	4	4	-3
O=C(O)CN1C(=O)/C(=C\c2cc(Br)ccc2OCc2ccc(Cl)cc2Cl)SC1=S	3	6	-8	52*	-12	-1	33*	18	2
Cc1nn(C)c(C)c1NC(=O)COc1ccc(Cl)cc1	-5	2	-3	4	-2	-2	3	-2	nt
CC1=NN(Cc2ccccc2)C(=O)/C1=C\c1ccc(N(C)C)cc1	0	-11	0	2	3	3	9	4	23
O=C(N/N=C/c1ccc([N+](=O)[O-])o1)c1ccc(NS(=O)(=O)c2cccs2)cc1	-4	0	-9	39*	-1	18	14	3	55*
CCCCNC(=O)CSc1nc2cc3c(cc2c(=O)n1CCCN(CC)CC)OCO3	-4	4	-3	1	6	4	3	0	2
COc1ccc(C(CNC(=O)c2ccc(NS(=O)(=O)c3ccc4c(c3)OCCO4)cc2)N(C)C)cc1 (stereo not given)	-8	7	-1	-1	-9	9	8	6	9
COc1ccc(S(=O)(=O)N(C)C[C@H]2Oc3c(NC(=O)C4CC4)cccc3C(=O)N([C@H](C)CO)C[C@@H]2C)cc1	nt	4	nt	-1	nt	-1	-4	7	nt
Cc1ccc(NC(=O)CN2C(=O)S/C(=C\c3cc(Cl)c(OCC(=O)O)c(Cl)c3)C2=O)cc1	-5	3	1	6	6	3	-7	2	-4
C=CCn1c(SCC(=O)N(C)CC(=O)Nc2ccc(C)cc2)nnc1-c1ccncc1	nt	1	nt	3	nt	11	4	3	nt
c1ccc(-c2noc(COc3ccc4c(c3)OCO4)n2)cc1	-3	0	-3	0	-5	6	-7	-2	3
Cc1cc2cc(CNC(=S)Nc3ccc(OC(F)F)cc3)ccc2n1C	11	8	-9	7	1	2	8	-5	-6
COc1ccc(-c2csc(/C(C#N)=C/Nc3cc4oc5ccccc5c4cc3OC)n2)cc1	-1	-3	2	3	0	6	-3	-1	-6
Cc1ccc(-c2[nH]ncc2/C=C(\C#N)C(=O)NC2CCCCC2)cc1	-7	6	0	-2	6	7	-1	5	-8
CCc1ccccc1NC(=O)CC1S/C(=N\c2nccs2)N(CC)C1=O (stereo not given)	-3	4	0	2	3	1	-1	2	2
O=C(CN1C(=O)NC2(CCCCC2)C1=O)NNC(=O)C1CC1	-5	-2	2	-1	1	-5	-2	5	nt
O=C(CN1C(=O)NC2(CCCCCC2)C1=O)Nc1ccc(Cl)cc1Cl	-2	0	-3	3	4	-3	-7	-3	nt

# (more compounds)
compound	PME-1 inh	PAD4 inh	LYPLA1 inh	pPAFAH inh	LYPLA2 counter	PAFAH1B3 inh	PAFAH2 FP inh	PAFAH1B2 inh	GSTO1 counter
CNC(=S)Nn1cnc2ccccc21	4	-4	-6	-3	-2	-4	-6	2	4
COc1ccc2c(c1)sc(N)[n+]2Cc1cc(C)cc2cccnc12	11	-3	0	7	18	4	-4	0	2
CCN1CCN(Cc2nc3cc(NC(=O)COc4ccc([N+](=O)[O-])cc4)ccc3n2C)CC1	-1	4	4	8	4	14	4	0	1
C=C[C@@]1(C)CC(=O)[C@]2(O)[C@@]3(C)[C@@H](O)CCC(C)(C)[C@@H]3[C@H](O)[C@H](OC(C)=O)[C@@]2(C)O1	-4	-1	-1	0	-3	1	0	7	11
CC(=O)NC(C)C12CC3CC(CC(C(=O)O)(C3)C1)C2 (stereo not given)	0	0	-1	5	-5	3	-1	-1	5
COc1ccc(/C=N/NC(=O)C(=O)NCc2cccnc2)cc1OC	-7	-1	-2	-2	-5	0	-3	-3	2
CC1CCN(C(c2ccc(N(C)C)cc2)c2nnnn2C(C)(C)C)CC1 (stereo not given)	-3	3	2	-3	2	-1	-5	-1	19
CC(=O)N1CCCN(Cc2cn(-c3ccc(C)cc3)nc2-c2ccc(F)cc2)CC1	4	-1	3	6	4	13	15	4	8
CCOC(=O)Oc1ccc(C(=O)OCCCN(C)C)cc1OC	-4	0	-2	-7	10	5	-1	0	7
COc1ccc(NC(=O)Cn2nc(C(F)(F)F)c3c2CCCC3)cc1OC	-4	-2	-1	10	1	0	1	-1	-2
CCC1(C)NC(=O)N(CC(=O)Nc2sc3c(c2C(N)=O)CCC3)C1=O (stereo not given)	-2	4	5	10	-2	3	3	7	15
COc1cccc(C(c2c(C)[nH]n(-c3ccccc3)c2=O)c2c(C)[nH]n(-c3ccccc3)c2=O)c1O	-1	64*	0	7	3	6	13	9	65*
O=C1NC2C(NC(=O)N2C2CCCCC2)N1C1CCCCC1 (stereo not given)	-2	1	0	0	-1	5	6	1	8
Cc1ccc(SCC(=O)OCC(=O)NCCc2ccccc2)cc1C	0	4	4	30*	4	12	0	12	nt
COc1cccc(/C=N/NC(=O)CN(C2=NS(=O)(=O)c3ccccc32)c2ccccc2)c1	-3	1	-5	-2	-5	-3	-1	-6	-1
Cc1ncsc1C(=O)N1N=C2/C(=C/c3ccccc3)CCCC2C1c1ccccc1 (stereo not given)	-3	-1	-5	11	5	-5	-2	4	-4
O=C(CN1C(=O)c2ccccc2S1(=O)=O)NCCSCc1cccc(Cl)c1	1	1	-3	10	4	-3	9	3	-1
Cc1cc(Nc2cccc(F)c2)n2ncnc2n1	-5	-1	4	2	-5	3	5	-2	6
CN(C)S(=O)(=O)c1ccc(N=Cc2c(C(F)(F)F)[nH][nH]c2=O)cc1	1	-6	0	3	2	7	6	-1	-2
